Assay outcomes from PubChem.
mcGAS lum – mouse cGAS inhibition by luminescence; recombinant cGAS, Kinase-Glo ATP depletion luminescence; Q8C6L5; AID 1259399; inhibition, % at 12.5 µM; hit rate 0.15% among 160,000;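 further: 0% = negative control wells and 100% = reference inhibitor with no enzyme activity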
NPYLR7 agonist – activates Aedes aegypti NPYLR7 receptor | activation, % at 10 µM | AID 1259423 | hit rate 0.15% among 270,000 | HEK293T NPYLR7/Galpha15, GCaMP6s calcium fluorescence; in the data active means activation above about 40%;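 further: 0% = vehicle and 100% = reference agonist at the receptor; some compounds past the cut are filed as inactive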
hcGAS lum – inhibitors of human cGAS; Q8N884; recombinant h-cGAS, ATP depletion, Kinase-Glo luminescence; inhibition, % at 12.5 µM; hit rate 0.081% among 290,000;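 further: 0% = vehicle reaction and 100% = reaction without DNA for no activity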
Target sequence (Q8N884 whole entry, looked up): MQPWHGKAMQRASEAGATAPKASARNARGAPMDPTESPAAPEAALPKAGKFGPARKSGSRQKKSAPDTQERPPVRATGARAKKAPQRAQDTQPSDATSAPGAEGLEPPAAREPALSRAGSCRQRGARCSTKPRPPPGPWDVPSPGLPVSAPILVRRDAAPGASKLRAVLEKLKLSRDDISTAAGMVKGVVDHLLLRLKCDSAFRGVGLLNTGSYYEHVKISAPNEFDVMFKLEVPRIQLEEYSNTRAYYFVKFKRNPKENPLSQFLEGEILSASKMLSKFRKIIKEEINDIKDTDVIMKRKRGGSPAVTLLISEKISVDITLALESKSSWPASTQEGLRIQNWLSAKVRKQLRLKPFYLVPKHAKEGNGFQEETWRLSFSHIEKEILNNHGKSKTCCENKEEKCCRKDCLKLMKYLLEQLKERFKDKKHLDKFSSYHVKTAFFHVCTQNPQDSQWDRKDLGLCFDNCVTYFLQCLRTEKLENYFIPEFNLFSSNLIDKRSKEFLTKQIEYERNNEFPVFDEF
* = called active by the depositor; x = no result given; & = joins results of further samples. Unless noted, no stated cut-off is given here; in the data, active means inhibition above about 40%; inactive means the rest.

Order of values – mcGAS lum, NPYLR7 agonist, hcGAS lum
O=C(CN1CCCCCC1)NCC1(CO)CCCC1
→ x, 20, -7
C=c1ccc2cc(=C3N=C(C(C)C)ON3)c(=O)[nH]c2c1
→ x, 5, -4
CC(C)(C)OC(=O)NC1CCN(C(=O)CCC(=O)N2CCc3c([nH]c4ccccc34)C2)C1 (stereo not drawn)
→ 0, -11, 2
COc1ccc(C(C)=O)cc1Cn1c(C)c(C(=O)NCc2ccccn2)sc1=O
→ x, 7, -7
Cc1cccc(C(C)C)c1NS(=O)(=O)c1c(Cl)cccc1Cl
→ -21, 0, -8
O=C(CSc1cccc[n+]1[O-])NC(=O)NC1CCS(=O)(=O)C1 (stereo not drawn)
→ x, -1, -4
CC(C)CC(N)c1csc(Nc2ncccn2)n1 (stereo not drawn)
→ x, 0, 2
O=C(Nc1nc2ccc3ccccc3c2s1)c1ccc([N+](=O)[O-])cc1
→ 2, 5, 8
O=C(CCC(=O)c1ccc(CCCC2CC2)cc1)NCC1COc2ccccc2O1 (stereo not drawn)
→ -4, -5, -10
Cc1cc(C(=O)N(Cc2ccco2)c2nc3c(C)c(Cl)ccc3s2)on1
→ -2, 0, 0
CC1CN(C(=O)Cn2cnc3c(nnn3-c3ccc(OC(F)(F)F)cc3)c2=O)CC(C)O1 (stereo not drawn)
→ -7, -5, -2
CC(=O)Nc1ccc(-c2nc(N3CCCCC3)sc2C)cc1
→ x, 3, -8
c1cc2c3c(c1)c1c(n3CCNC2)CCCC1
→ x, 9, -8
Cn1cnc2c(-c3cccc(F)c3)csc2c1=O
→ -7, -3, -2
CCOc1cc(C=C2C(=O)NC(=S)NC2=O)ccc1OCCOCCOc1ccc(C)cc1
→ -1, -9, -5
O=C(COc1cccc(Cl)c1)N1CCN(c2nccc(-c3ccc(Oc4ccccc4)cc3)n2)CC1
→ -7, 11, -3
CN(Cc1ncc(-c2ccccc2)o1)C1CCCc2ccccc21 (stereo not drawn)
→ x, -3, -14
COc1cc(C(=O)N(C)Cc2ccc3c(c2)OCO3)cc(Cl)c1O
→ x, -13, -10
O=S(=O)(NCc1ccccc1)NC1CCc2[nH]ncc2C1 (stereo not drawn)
→ x, 4, -1
COC(=O)Cc1cc(=O)[nH]c(N=C(N)Nc2ccc(Oc3ccccc3)cc2)n1
→ -6, 4, -5

4 entries from above, with each value named:
SMILES: Cc1cc(C(=O)N(Cc2ccco2)c2nc3c(C)c(Cl)ccc3s2)on1
  mcGAS lum = -2
  NPYLR7 agonist = 0
  hcGAS lum = 0

SMILES: c1cc2c3c(c1)c1c(n3CCNC2)CCCC1
  mcGAS lum = x
  NPYLR7 agonist = 9
  hcGAS lum = -8

SMILES: CC(C)CC(N)c1csc(Nc2ncccn2)n1 (stereo not drawn)
  mcGAS lum = x
  NPYLR7 agonist = 0
  hcGAS lum = 2

SMILES: O=S(=O)(NCc1ccccc1)NC1CCc2[nH]ncc2C1 (stereo not drawn)
  mcGAS lum = x
  NPYLR7 agonist = 4
  hcGAS lum = -1

(list continues)
Order of values – mcGAS lum, NPYLR7 agonist, hcGAS lum
COc1ccc(OCc2nc(CSCc3ccccc3Cl)cs2)cc1
→ -5, 18, -6
CCn1ccc(C(=O)N2CCCN(CC3CC3)C(C(C)C)C2)cc1=O (stereo not drawn)
→ -9, x, -7
COc1ccc(OC)c(C(=O)c2ccc(C(=O)N3CCCC(Nc4ccccc4)C3)cc2)c1 (stereo not drawn)
→ x, 14&-4, -5&-5
C=CCc1cccc2cc(C(=O)NCCN(CC)CC)c(=O)oc12
→ -7, 14, -2
Cc1cc(C)n(-c2nc3c(c(=O)n(C)c(=O)n3C)n2C)n1
→ -6, 8, -5
Cc1ccc(C)c(NC(=O)COc2cccc3c2CCN(Cc2ccccc2F)C3=O)c1
→ -2, 8, -1
CC(c1ccon1)N(C)C(=O)CCNC(=O)c1ccccc1F (stereo not drawn)
→ x, 13, -9
Cc1ccc(Cl)c(C(=O)NC(C(=O)O)c2c(C)n[nH]c2C)c1 (stereo not drawn)
→ -12, 12, -6
Cc1cc(Cl)c2oc(C(=O)N(C)Cc3n[nH]c4c3CCCCC4)c(C)c2c1
→ -11, 15, -7
COc1ccc(C(=O)NCc2ccc(-c3ncc(-c4ccc(OC)cc4)[nH]3)cc2)cc1
→ -9, -1, -10
CC(NS(=O)(=O)N1CCc2ccccc2C1)c1ccc(S(C)(=O)=O)cc1 (stereo not drawn)
→ x, 2, 2
Cc1ccc(-c2nn(-c3cc([N+](=O)[O-])ccc3N3CCCC3)c(=O)c3ccccc23)cc1C
→ -5, -8, -1
COC(=O)[C@@H]1C[C@@H](N(C)C)CN1C/C(C)=C/c1cc(Cl)ccc1O
→ -14, 6, -7
c1ccc(-c2nn(-c3ccccc3)[n+](-c3nn[nH]n3)n2)cc1
→ x, -10, -16
COCCC(C)NC(=O)Nc1ccc(OC)nc1Br (stereo not drawn)
→ x, 7, -6
CCn1cnnc1CCNC(=O)c1cn(Cc2ccccc2F)nn1
→ x, 5, -4
COc1ccc(C(=O)N2CCCN(Cc3cc(=O)c(OCc4ccc(SC)cc4)co3)CC2)cc1OC
→ -5, 38, -8
CC(=O)c1ccc(NC(=O)CCNS(=O)(=O)c2ccc3c(c2)CCCC3)cc1
→ x, 6, -9
CCOc1ccc2ncc(C#N)c(NCc3ccc(OC)c(OC)c3)c2c1
→ -8, -1, -6
CCCC(=O)N1CCCC1C(=O)Nc1ccc(-c2ccccc2)nn1 (stereo not drawn)
→ x, 4, -9
COc1ccccc1C1(CNc2nc3ccccc3o2)CCOCC1
→ -15, 19, -5
Fc1ccc(-n2cc(CNCCc3cn[nH]c3)c(-c3ccccc3Cl)n2)cc1
→ -8, -4, 4
Nc1ccccc1C1SCC(=O)N1c1ccc(F)cc1 (stereo not drawn)
→ x, -5, -3
CC(=NNc1ncc(Cl)cc1Cl)c1cc2ccccc2o1
→ -4, 0, -2
Cc1cccc(CN(C(=O)c2ccc3[nH]c(=O)c(=O)[nH]c3c2)C(C)C)c1
→ -12, -2, -8
Cc1ccc(CC(=O)Nc2ccc(CN3CCCC(C)C3)cc2)cn1 (stereo not drawn)
→ x, 2, -4
COc1ccc(CN2C(=O)C3(OCCCO3)c3cccc(C)c32)cc1
→ x, 15, -7
O=C(NCc1ccccc1)N1CCN(c2ccc(-c3ccco3)nn2)CC1
→ -8, -2, -6
CC(C)(C)c1cn(C2CCN(C(=O)c3cnc4ccccc4n3)CC2)nn1
→ -18, 5, -2
CCS(=O)(=O)c1cccc(C(=O)N(CCCN(C)C)c2nc3c(OC)ccc(C)c3s2)c1
→ 0, -6, 10
Nc1c(O)ccc2c1C(=O)c1ccccc1C2=O
→ -6, 2, -7
CC(C)CNC(=O)c1ccccc1NC(=O)CN(C(C)C)C1CCCCC1
→ -16, -7, -12
CC(C)n1c(CCNc2ncc(Br)cn2)n[nH]c1=S
→ -17, 14, -7
Cn1nc2c(c1NC(=O)c1ccc(S(C)(=O)=O)cc1)CCC2
→ x, 23, -6
CC1CCC(C(C)C)C2=C1C(C#N)(C#N)C(C#N)(C#N)C(c1ccccc1)N2 (stereo not drawn)
→ x, 3, -11
CC(=O)N1CCc2cc(-c3nc(NCC4CCCO4)sc3C)ccc21 (stereo not drawn)
→ x, 0, -6
CN(C)Cc1cccc(C(=O)Nc2ccc3c(c2)CC(=O)N3)c1
→ -1, 0, -1
Cn1c(=O)c2c(SCc3cccnc3)nc(-c3ccccc3F)nc2n(C)c1=O
→ -8, -2, -4
Cc1c(C(=O)NCc2cccc3ccccc23)sc(=O)n1Cc1ccc(S(=O)(=O)N(C)C)cc1
→ x, -1, -6
CC(=O)Oc1c(-c2ccc(NC(=O)c3cccc(Br)c3)cc2)c(C2CC2)nn1-c1ccc(F)cc1
→ 1, 0, 5
Cc1cc(C)cc(NC(=O)CC(=O)N[C@H]2COC[C@@H]2N2CCCC2)c1
→ x, 9, 0
c1ccc2c(c1)ncn2CC1CCCCC1
→ x, 1, -2
CC(C)(C)c1ccnc2nc(N3CCN(C(=O)c4c(F)c(F)c(F)c(F)c4F)CC3)nn12
→ 4, 1, 4
CCNc1nc(NCC)n2c(SCC(=O)N(CC)C3CCCCC3)nnc2n1
→ x, 5, -13
COc1ccc(Oc2cc(N3CCN(C(=O)COc4ccccc4)C(C)C3)ncn2)cc1 (stereo not drawn)
→ -4, 10, -3
CC(C)(C)c1ccc(-c2ccnc3nc(N4CCN(S(=O)(=O)c5cccc(F)c5)CC4)nn23)cc1
→ -9, 4, -8
CCC(CC)C(=O)N(CCN(C)C)Cc1cc(NC(=O)c2ccccc2Cl)ccc1N(C)C
→ -7, 0, -2
O=C1NCCN(Cc2cccc3ccccc23)C1CC(=O)N1CCC(c2ccncc2)CC1 (stereo not drawn)
→ x, 7, -9
O=C(Cc1ccccc1C(=O)Nc1ccc2c(c1)CCC2)N[C@@H]1CCCC[C@H]1N1CCOCC1
→ x, 7, 1
Cc1nccc(-c2cccc(NC(=O)C3CC=CCC3C(=O)N3CCN(c4ccccn4)CC3)c2)n1 (stereo not drawn)
→ 1, -3, 0
c1ccc(Cc2cn[nH]c2C2CCNCC2)cc1
→ -11, 11, -5
Cc1cc(C)n(CCC(=O)N2[C@@H]3CC[C@H]2CC(O)C3)c(=O)n1 (stereo partly drawn)
→ x, 11, -3
CC(=O)Oc1c(C)cc(CN(C)C(C)c2nccs2)cc1C (stereo not drawn)
→ x, 3, 19
C=Cc1c(C)c2cc3nc(cc4[nH]c(cc5nc(cc1[nH]2)C(C)=C5CCC(=O)O)c(CCC(=O)O)c4C)[C@@]1(C)C3=CC=C(C(=O)OC)C1C(=O)OC (stereo partly drawn)
→ x, 12, -21
CC(C)NC(=O)C1CCN(C2CCN(C(=O)c3cc4c(s3)CCCCC4)CC2)CC1
→ 0, -5, -3
CCC(C)NC(=O)N(CCN(C)C)CCN(C)C (stereo not drawn)
→ x, 0, -21
CCCCNC(=O)c1ccc2nc(C)c(N(C)CCCC)n2c1
→ 1, -11, -1
CCOC(=O)c1nc2ccccc2nc1N1CCCN(S(=O)(=O)c2ccccc2Cl)CC1
→ -3, 11, -9
COc1cccc(CSc2nnc(C(C)NS(=O)(=O)c3c(C)cc(C)cc3C)n2-c2ccc(C)cc2)c1 (stereo not drawn)
→ -5, 22, -4
CN(C(=O)COc1ccc(C(C)(C)C)cc1)c1ccc(-c2onc3c2CCc2ccccc2-3)cc1
→ -7, 4, -5

Complete entries, quoted from the list:
CC(NS(=O)(=O)N1CCc2ccccc2C1)c1ccc(S(C)(=O)=O)cc1 (stereo not drawn) in the list: mcGAS lum = x; NPYLR7 agonist = 2; hcGAS lum = 2
Cc1cc(C)cc(NC(=O)CC(=O)N[C@H]2COC[C@@H]2N2CCCC2)c1 in the list: mcGAS lum = x; NPYLR7 agonist = 9; hcGAS lum = 0

Next section:
Order of values – mcGAS lum, NPYLR7 agonist, hcGAS lum
c1ccc2c(c1)CCN(c1ncnc3c1oc1ccccc13)C2
→ -5, 12, 0
COc1ccc(/C=C(/Cl)c2nc3ccccc3[nH]c2=O)cc1
→ x, 1, -6
C=CCN=c1scc(-c2ccccc2F)n1N=C1CCCC1
→ x, 5, -2
O=C(c1cn(CCCc2ccccc2)nn1)N1CCCN(Cc2ccc(F)cc2)CC1
→ -1, x, 0
S=c1[nH]nc(-c2cccs2)n1C1CC1
→ x, 7, -6
Cc1onc(-c2ccccc2Cl)c1C(=O)NC1CCCC1
→ x, 9, -7
COc1ccc(C2c3cccn3CCCN2Cc2ccncc2)cc1O (stereo not drawn)
→ x, 7, -1
Cc1ccc(C(=O)N2CCCC(CNC(N)=O)C2)c(=O)[nH]1 (stereo not drawn)
→ x, 17, -2
O=C1NC[C@H]2CCN(C(=O)OCc3ccccc3)CC[C@H]12
→ -9, 24, -4
COc1ccc(-c2nc(CN3C(=O)c4ccccc4S3(=O)=O)co2)cc1
→ x, 1, 3
CC(=O)N1CCN(C(=O)C2CCC(c3ccc(F)cc3)N(Cc3ccccc3)C2)CC1 (stereo not drawn)
→ -6, x, -5
CCC1CN(C(=O)c2ccc3n[nH]nc3c2)CCC(=O)N1Cc1ccccc1 (stereo not drawn)
→ x, 8, -6
CC(C)(C)CC(=O)N1CCN(CCCOC(c2ccc(Cl)cc2)c2ccc(Cl)cc2)CC1
→ -10, 3, -12
CCS(=O)(=O)Oc1ccc(CN(C(C)C)S(=O)(=O)c2ccc(Br)cc2)cc1
→ -5, 20, -4
COCCNCCOc1ccccc1F
→ x, 6, -10
CCCS(=O)(=O)N1CC(n2cc(C(=O)NCC3CC3)nn2)C1
→ -5, x, -10
COc1ccc(-c2nc(C)c(-c3ccc(SCC(=O)N4CCCCC4)nn3)s2)cc1
→ x, 7, 0
CSc1nc(NCc2ccco2)c(C#N)c(-c2ccc(C)cc2)n1
→ -6, 12, -10
CN(Cc1ccno1)C(=O)c1csc(Cc2ccccc2)n1
→ x, 4, -4
O=C(c1ccc(CSCc2ccccc2Cl)cc1)N1C2CCC1CC(Oc1ccc3c(c1)OCO3)C2 (stereo not drawn)
→ -6, 20, 1
CC(C)[C@H](NC(=O)c1ccccc1C(F)(F)F)c1nnc2c(C(F)(F)F)cccn12
→ -2, 1, -4
CCOC(=NC(C)C(C)C)NC(=O)c1ccc(F)cc1 (stereo not drawn)
→ -4, -6, -7
OCCSc1ncnc2sc3c(c12)CCCC3
→ x, 2, 2
Cc1ccc(-n2ncc3c(NCCO)nc(N4CCN(c5ccccc5F)CC4)nc32)cc1
→ -7, 1, -7
COc1ccc(-c2nc(CN3CCN(c4cccc(C)n4)CC3)c(C)o2)c2ccccc12
→ -4, -11, -2
CC1(C)Cc2cccc(OCCC(=O)Nc3cccnc3)c2O1
→ x, 6, -10
c1csc(CCCc2nn3c(C4CC4)nnc3s2)c1
→ x, -8, -7
CC(C)(C)CC(C)(C)Nc1c(-c2ccc(Cl)c(Cl)c2)nc2ccccn12
→ -8&-6, -4&3, -7&-5
NS(=O)(=O)c1ccc(CCNC(=O)CCn2cnc3c([nH]c4ccc(F)cc43)c2=O)cc1
→ -7, x, -6
